pPAFAH inh: pPAFAH (human) enzyme inhibition; Q13093; recombinant pPAFAH, FP-rhodamine probe fluorescence polarization; inhibition, % at 3.39 µM; 330,000 compounds, 1.5% hits;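 active = inhibition above the mean inhibition across the screen plus 3 SD, cut at about 25% in these data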;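 also: inhibitors block binding of the rhodamine activity-based probe so polarization drops; 0% = enzyme with DMSO and 100% = wells lacking pPAFAH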
PAFAH1B3 FP inh: inhibitors of human PAFAH1B3 | Q15102 | recombinant PAFAH1B3, FP-rhodamine probe, fluorescence polarization | inhibition, % at 3.39 µM | 340,000 compounds, 0.28% hits | AID 492972;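 active = inhibition above the screen-wide average of all tested compounds plus 3 SD, cut at about 25% in these data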;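 also: 0% = enzyme with DMSO only and 100% = wells lacking PAFAH1B3 protein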
Target sequence (Q15102 whole entry, looked up): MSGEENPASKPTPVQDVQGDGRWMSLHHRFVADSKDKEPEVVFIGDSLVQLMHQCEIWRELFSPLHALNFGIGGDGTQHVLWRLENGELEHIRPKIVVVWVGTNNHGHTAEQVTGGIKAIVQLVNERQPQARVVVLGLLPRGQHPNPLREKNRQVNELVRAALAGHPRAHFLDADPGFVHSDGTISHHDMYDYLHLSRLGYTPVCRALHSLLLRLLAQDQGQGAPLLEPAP
PREPL inh: inhibitors of human prolyl oligopeptidase-like enzyme PREPL; Q4J6C6; recombinant PREPL, fluorescence polarization activity-based probe; inhibition, % at 5.96 µM; 320,000 compounds, 0.68% hits; AID 2751; in the data active = inhibition above about 43%;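 also: 0% = enzyme with DMSO and 100% = wells lacking enzyme; many of its hits are not listed in these tables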
PAFAH1B2 FP inh: PAFAH1B2 (human) inhibition; P68402; recombinant PAFAH1B2, FP-rhodamine activity probe, fluorescence polarization; inhibition, % at 3.39 µM; 340,000 compounds, 1.2% hits;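 active = inhibition above the mean of all tested compounds plus 3 SD, cut at about 24% in these data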;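 also: 0% = enzyme with DMSO and 100% = wells lacking PAFAH1B2; many of its hits are not listed in these tables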
LYPLA1 inh: counter-screen for PME1 inhibitors: inhibitors of human LYPLA1; recombinant LYPLA1, FP-Rh probe fluorescence polarization; O75608; 320,000 compounds, 0.16% hits; inhibition, % at 5.9 µM; AID 2174;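 active = inhibition above the mean of all tested compounds plus 3 SD, set per campaign, cut at about 14% in these data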;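 also: inhibitors block serine hydrolase probe labeling of LYPLA1 so polarization falls; 0% = enzyme with DMSO and 100% = wells lacking LYPLA1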
Target sequence (O75608 whole entry, looked up): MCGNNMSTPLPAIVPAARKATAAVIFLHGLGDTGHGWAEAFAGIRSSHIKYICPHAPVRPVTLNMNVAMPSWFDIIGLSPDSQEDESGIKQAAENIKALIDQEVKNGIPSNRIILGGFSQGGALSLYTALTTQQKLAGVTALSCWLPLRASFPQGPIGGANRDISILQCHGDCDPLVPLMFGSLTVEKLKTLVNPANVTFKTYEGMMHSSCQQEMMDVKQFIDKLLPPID
PAFAH2 inh: inhibitors of human PAFAH2 | 340,000 compounds, 0.99% hits | recombinant PAFAH2, FP-rhodamine activity probe, fluorescence polarization | inhibition, % at 3.39 µM | Q99487 | AID 492956;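 active = inhibition above the mean over all tested compounds plus 3 SD, cut at about 30% in these data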;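 also: inhibitors block probe labeling of enzyme so polarization drops; 0% = enzyme with DMSO and 100% = wells lacking PAFAH2 protein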
GSTO1 counter: counter-screen for RBBP9 inhibitors: inhibitors of human GSTO1 | P78417 | recombinant GSTO1, activity-based probe fluorescence polarization | inhibition, % at 5.96 µM | 300,000 compounds, 1.1% hits;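 active = inhibition above the campaign mean inhibition plus 3 SD, cut at about 35% in these data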;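 also: 0% = GSTO1-1 with DMSO and 100% = wells lacking GSTO1-1 enzyme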
Target sequence (P78417 whole entry, looked up): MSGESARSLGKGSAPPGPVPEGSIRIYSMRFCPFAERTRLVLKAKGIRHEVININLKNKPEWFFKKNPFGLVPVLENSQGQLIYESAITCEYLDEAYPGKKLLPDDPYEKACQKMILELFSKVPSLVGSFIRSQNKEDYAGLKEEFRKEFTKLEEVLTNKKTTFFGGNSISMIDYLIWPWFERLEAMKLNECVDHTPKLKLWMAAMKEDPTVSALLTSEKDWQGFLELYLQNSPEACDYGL
PAD4 inh: blocks human protein arginine deiminase 4; recombinant PAD4, RCA probe fluorescence polarization; inhibition, % at 6.36 µM; 330,000 compounds, 0.41% hits; AID 485272;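 active = percent inhibition above a cutoff equal to the mean of all tested compounds plus 3 SD, cut at about 15% in these data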;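 also: 0% = PAD4 with RCA probe and DMSO and 100% = probe without PAD4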
LYPLA2 counter: LYPLA2 (human) inhibition in PME1 counter-screen; O95372; AID 2177; 320,000 compounds, 0.38% hits; recombinant LYPLA2, FP-Rh probe fluorescence polarization; inhibition, % at 5.9 µM;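 active = inhibition above the screen-wide mean plus 3 SD, limit set per campaign, cut at about 26% in these data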;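 also: 0% = LYPLA2 with DMSO and 100% = wells lacking LYPLA2 enzyme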
Target sequence (O95372 whole entry, looked up): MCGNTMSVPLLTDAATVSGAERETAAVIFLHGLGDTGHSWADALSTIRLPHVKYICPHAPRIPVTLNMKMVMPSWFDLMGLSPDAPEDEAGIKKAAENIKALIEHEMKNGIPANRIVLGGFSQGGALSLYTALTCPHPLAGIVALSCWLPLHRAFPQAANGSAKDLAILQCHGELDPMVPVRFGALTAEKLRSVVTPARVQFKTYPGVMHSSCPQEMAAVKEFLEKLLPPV
* = called active by the depositor; . = no result given; & = joins results of further samples.

SMILES	pPAFAH inh	PAFAH1B3 FP inh	PREPL inh	PAFAH1B2 FP inh	LYPLA1 inh	PAFAH2 inh	GSTO1 counter	PAD4 inh	LYPLA2 counter
O=C(O)C1CCC(Cn2c(SCc3cc(=O)n4cc(Cl)ccc4n3)nc3ccsc3c2=O)CC1 (configuration not stated)	-2	5	-2	2	-1	-8	2	0	-4
CCc1ccccc1N(C(=O)c1snc(C(N)=O)c1N)C(C(=O)NCC1CCCO1)c1ccc(C)o1 (configuration not stated)	1	5	-6	6	-6	0	14	1	-6
COc1ccc(S(=O)(=O)N2CCN(C(=O)CSC(=S)N3CCCC3)CC2)cc1	1	9	5	-2	-2	5	.	-4	-9
CN(CC(=O)NCCCN1CCOCC1)S(=O)(=O)c1ccc(Cl)cc1	1	6	5	4	.	3	.	-2	.
Cc1ccc(N/N=C(/Sc2nnnn2-c2ccccc2)C(=O)c2ccccc2)cc1	2	-3	2	27*	-2	0	-3	-2	7
CC(NCc1cccnc1)c1ccccc1 (configuration not stated)	3	7	-2	5	-1	2	-1	-4	-2
CCn1cc(C(=O)NCCc2ccccc2)c(=O)c2cc(F)c(N3CCN(C)CC3)cc21	5	1	30	5	-2	-4	0	2	3
CCc1cccc(C)c1N1C(=O)CC(C)(C)CC1=O	-4	20	11	5	-1	7	-8	-2	-1
O=C(N/N=C/c1ccc(Cl)cc1)C(=O)N1CCCCCC1	1	-3	4	3	-4	17	3	-5	5
Cc1nc(SCc2ccccc2)c(C(F)(F)F)c(=O)[nH]1	-4	6	10	5	0	3	-5	0	7
Clc1ccccc1C1=CC(c2ccco2)n2nnnc2N1 (configuration not stated)	5	-16	-52	-4	0	-6	3	-2	0
CCOCCOc1cccc(C(=O)NC(c2ccccc2)C(C)C)c1 (configuration not stated)	3	5	5	5	2	-6	-2	0	2
Cc1ccc(S(=O)(=O)Nc2c(C)n(C)n(-c3ccccc3)c2=O)c(C)c1	5	6	-5	0	0	-2	3	1	-1
COc1cc(/C=C(\NC(=O)c2ccccc2)C(=O)NC(C(=O)O)c2ccccc2)cc(OC)c1OC (configuration not stated)	7	14	-3	5	-2	4	3	2	0
CC(C)(CN1CCNCC1)NS(=O)(=O)c1ccc(Cl)cc1	-2	0	14	1	-1	5	.	-1	-1
COc1cccc(OC2OC3COC(C)(C)OC3C(O)C2NC(C)=O)c1 (configuration not stated)	2	5	4	5	0	-5	2	1	-1
COc1ccc(CNC(=O)C[C@H]2C(=O)N(Cc3ccccc3)C[C@@H]2Cc2ccccc2)cc1	8	2	12	-5	2	8	5	-7	-6
COC(CNC(=O)c1ccc2c(c1)ncn2-c1cc(C)cc(C)c1)OC	1	0	4	3	13	2	1	-4	6
CN(c1ccccc1)c1nc(N)c([N+](=O)[O-])c(NCCO)n1	8	13	6	5	0	2	1	3	-1
CCc1ccc(NC(=O)c2cnccn2)cc1	3	6	13	5	1	1	1	-2	0
CC(=O)OC[C@H]1O[C@@H](O/N=C(\C)CCN2CCCCc3nc(C)c(C)cc32)[C@H](OC(C)=O)[C@@H](OC(C)=O)[C@@H]1OC(C)=O	1	.	-8	.	0	.	4	-1	0
COc1ccc(CCNC(=O)C(C)n2nc(C)c3c(C)n(-c4ccc(C)cc4)nc3c2=O)c(OC)c1 (configuration not stated)	3	4	18	3	-1	-2	7	-2	-1
CNS(=O)(=O)c1ccc2c(c1)oc(=O)c1cc(S(=O)(=O)NC)ccc12	-4	3	-5	5	-2	-8	-1	-4	-3
O=c1c2ccccc2cnn1Cc1ccc(Br)cc1F	0	3	-8	3	0	1	-1	-3	-1
COc1ccc(C(=O)Nc2cc3c(cc2C(=O)O)OCCCO3)c(OC)c1	2	0	-7	3	-4	-8	-12	-5	1
CS(=O)(=O)c1ccc(Cl)c(NC(=O)COC(=O)CNC(=O)c2ccc3ccccc3c2)c1	1	6	10	2	0	2	6	-3	-4
CCN1C(=O)[C@H]2[C@@H](c3ccc(C)cc3)N3C(=O)N(c4ccccc4)C(=O)[C@@]3(Cc3ccc(Cl)cc3)[C@H]2C1=O	-5	-7	3	-2	-3	15	-4	-1	-3
COc1ccc(NC(C)=O)cc1S(=O)(=O)N1CCN(C(=O)c2ccccc2F)CC1	7	0	-14	2	-2	-3	-13	-3	-4
CCN(CC)CCN1C(=O)C(=O)/C(=C(/O)c2ccc(S(=O)(=O)N3CCOCC3)cc2)C1c1ccc(Cl)cc1 (configuration not stated)	2	12	1	0	-2	-8	4	1	-2
COc1ccc(OC)c(S(=O)(=O)N2CCCC(C(=O)NCc3ccccn3)C2)c1 (configuration not stated)	6	4	-2	-1	2	-2	4	-5	2
O=C(Cn1ncc(Cl)c(Cl)c1=O)NC(=O)NC1CCCCC1	6	8	23	1	.	9	.	2	.
CC(=O)N1CCOc2ccc(S(=O)(=O)N3CCC(C(=O)Nc4ccc(C)cc4C)CC3)cc21	-7	10	18	0	2	1	6	3	-1
CN1CCN2c3ncccc3Cc3ccccc3C2C1 (configuration not stated)	3	7	10	-5	3	-7	3	-1	4
CN(C)Cc1c(O)ccc2oc(Cc3ccccc3)cc12	-2	2	23	6	1	4	10	2	-6
COc1ccc(C(CNC(=O)CNC(=O)c2cccc(Cl)c2)N2CCCC2)cc1 (configuration not stated)	1	4	18	1	-2	-6	.	-5	-4
CCc1cc2c(=O)c(-c3nc4ccccc4[nH]3)coc2cc1OC(=O)N1CCOCC1	1	8	-4	5	-1	3	4	-4	-3
CCN(CC)C(=O)CSc1n[nH]c(=S)n1N	8	3	6	1	-2	-1	18	-9	-6
CC(=O)COc1ccc2c(c1C)O/C(=C\c1ccco1)C2=O	22	9	21	4	-4	4	9	-6	2
COc1ccc(/C=C/C(=O)Oc2cc(O)cc(O)c2)cc1	-6	5	11	-1	-3	-1	20	1	4
Cc1ccc(N(C)S(=O)(=O)c2cccc(C(=O)NC3CC(C)(C)NC(C)(C)C3)c2)cc1	4	7	-5	5	1	0	8	-2	2

Limited to PAD4 inh, LYPLA1 inh and PAFAH1B2 FP inh, for two of the compounds above:
Compound | PAD4 inh | LYPLA1 inh | PAFAH1B2 FP inh
CCc1cc2c(=O)c(-c3nc4ccccc4[nH]3)coc2cc1OC(=O)N1CCOCC1 | -4 | -1 | 5
CCN(CC)C(=O)CSc1n[nH]c(=S)n1N | -9 | -2 | 1

Next section
SMILES	pPAFAH inh	PAFAH1B3 FP inh	PREPL inh	PAFAH1B2 FP inh	LYPLA1 inh	PAFAH2 inh	GSTO1 counter	PAD4 inh	LYPLA2 counter
COc1cccc(NC(=O)C2C3C=CC(O3)C2C(=O)O)c1 (configuration not stated)	6	2	24	1	-1	7	5	0	0
CC(C)(C)C(=O)N1CCN(CCN2C(=O)c3cccc4cccc(c34)C2=O)CC1	-7	1	-12	0	1	10	-5	-2	3
C=CCNC(=O)COc1cc(C)cc(C)c1C	7	1	1	-1	2	1	10	0	-1
NC(=O)CCC1NC(=S)N(Cc2ccccc2)C1=O (configuration not stated)	-2	6	4	0	-2	-1	-1	-1	3
CCOC(=O)NC1(C(F)(F)F)NC(=O)N(c2cccc(C(F)(F)F)c2)C1=O (configuration not stated)	-1	0	3	0	-4	2	3	2	-4
COc1ccc(/C=C(/NC(=O)c2ccco2)C(=O)NCCc2ccccc2)cc1	0	2	11	0	1	2	2	7	6
CCCCN(CCNP(=O)(OCC)OCC)CP(=O)(OCC)OCC	1	7	10	0	-2	1	-6	-2	4
CSc1ccc(/C=C2\NC(=O)NC2=O)cc1	-3	.	-9	.	2	.	1	0	-3
CC1CC(C)CN(CCCNC(=O)c2ccc3nc(N4CCOCC4)sc3c2)C1 (configuration not stated)	-3	4	6	-2	2	5	1	1	-2
Cc1ccc(S(=O)(=O)c2ccc(NC(=O)c3c(F)cccc3F)cc2)cc1	-3	-7	3	14	-6	-3	-7	1	-9
COc1ccc(/C=C/C(=O)O)cc1COc1cccc(C)c1	6	0	-4	6	0	6	9	5	8
Cc1csc(=Nc2c(C)n(C)n(-c3ccccc3)c2=O)n1Cc1ccccc1	6	7&0	33	1&1	2	-3&4	8	0	1
CCOC(=O)c1c(NC(=O)CNCC(O)CO)sc(C)c1C (configuration not stated)	-3	6	13	4	-3	-9	8	-8	-9
O=C(CSc1nccc(=O)[nH]1)N1c2ccccc2CCc2ccccc21	2	4	1	11	0	5	-4	-5	-1
CCCN(C(=O)COc1ccc(C(C)=O)cc1OC)C1CCS(=O)(=O)C1 (configuration not stated)	-1	3	19	7	3	0	.	-4	-2
COc1ccc(C(=O)NC(=S)Nc2ccc(S(=O)(=O)Nc3cc(OC)ncn3)cc2)cc1	-5	3	-3	1	1	9	4	-5	6
CC1CCCCC1NC(=O)CN1C(=O)NC(C)(c2cc(F)ccc2F)C1=O (configuration not stated)	2	0	-3	-1	5	-6	.	4	2
Cc1nnc(SCCn2c(N3CCN(C)CC3)nc3c2c(=O)n(C)c(=O)n3C)s1	8	0	2	0	3	2	3	3	7
Cc1ccc(S(=O)(=O)CC(=O)N2CCN(c3ccccc3F)CC2)cc1	2	2	-14	-1	0	-7	-5	-2	2
O=C(CCSc1ccccc1)N1CCN(c2ccccc2)CC1	13	7	-12	4	-2	2	1	-5	-4
COc1cccc(-n2nc(-c3ccnn3-c3cccc(Cl)c3)c(=O)n(C)c2=O)c1	2	2	11	0	1	8	-12	-5	4
CC1CC(=O)Nc2ccccc2N1S(=O)(=O)c1ccccc1 (configuration not stated)	-2	3	12	-3	0	-6	0	-2	-3
CN(CC(=O)Nc1ccccc1Br)C(=O)c1cc2c(s1)CCCCC2	7	5	-10	4	-2	3	10	0	0
Cc1cc([N+](=O)[O-])ccc1NCc1ccc2c(c1)OCCO2	2	-2	32	3	1	6	4	-4	9
O=C(c1cccc(F)c1)N1CCN(S(=O)(=O)c2ccccc2)CC1	-2	7	-2	5	-3	2	9	2	9
O=c1c2ccccc2cnn1Cc1n[nH]c(=S)n1-c1ccc(Cl)cc1Cl	3	.	4	.	1	.	3	3	-3
Cc1sc2nc(CSCC(=O)Nc3ccc(C(=O)N(C)C)cc3)[nH]c(=O)c2c1C	7	-1	6	3	-5	5	.	-11	2
COc1ccccc1NS(=O)(=O)c1cc(NC(=O)C2CCCO2)ccc1C (configuration not stated)	3	2	6	9	.	2	.	-1	.
COC(=O)c1cc(NC(=O)c2ccccc2)c(=O)oc1C/C=N\OCc1ccc(Cl)cc1Cl	20	-3	7	-2	-9	-14	2	-1	-12
CCc1noc(C)c1C(=O)Nc1nc2c(C)cc(C)cc2s1	5	-1	-5	-8	-7	-3	4	1	-4
CC(C)=NNc1cc([N+](=O)[O-])cc2c1C(=O)N(C)S2=O (configuration not stated)	14	4	4	-2	5	5	31	-1	2
Cc1ccc(SCCNC(=O)c2cccc([N+](=O)[O-])c2C)cc1	3	6	-1	21	2	0	7	-3	5
CC(=O)NC(=S)NNC(=O)CCc1ccccc1	2	0	4	1	0	-7	10	0	10
CCNC(=S)N1CCN(S(=O)(=O)c2ccccc2C(F)(F)F)CC1	0	11	-2	0	-2	-1	5	-1	-6
CCOC(=O)c1ccc(NC(=S)NCc2ccc(F)cc2)cc1	-1	0	19	8	-9	0	-8	-1	-11
O=C(O)COc1ccc(/C=C/c2ccc3cccc([N+](=O)[O-])c3n2)cc1	10	10	3	1	-1	10	10	-3	8
c1ccc(CCC2=NCCn3cccc32)cc1	0	4&-1	27	1&0	-1	-2&-3	1	0	-3
COc1ccc(O)c(/C=N/Nc2nc(Nc3ccccc3)nc(-n3nc(C)cc3C)n2)c1	15	6	44*	0	-14	-2	-35	-4	-11

High-throughput results from PubChem BioAssay.

This is a subset; the hit share may differ from the screen's.
